Screening data deposited in PubChem BioAssay by several laboratories.
ABHD5 PLIN5 PPI: inhibitors of human ABHD5-perilipin-5 interaction; inhibition, % at 4 µM; Q00G26+Q8WTS1; Split G. princeps luciferase complementation, luminescence, 4 h; 360,000 tested, 0.78% active;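 active = inhibition above the mean inhibition across every tested compound plus 3 SD, cut at about 22% in these data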;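 note: 0% = DMSO only wells and the 100% control is not disclosed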
TROY NFkB inh: TROY signaling inhibition | Q293 LMP1-TROYcd NF-kB luciferase reporter, 4 h | inhibition, % at 10 µM | 360,000 tested, 0.98% active | AID 1347056;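 active = compounds whose plate-normalised and pattern-corrected inhibition of the luciferase reporter signal at the single screening dose is 50% or more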
TWEAK-Fn14 inh: TWEAK-Fn14 signaling inhibition; TWEAK-stimulated Fn14 reporter cells, luciferase luminescence, 8 h; inhibition, % at 10 µM; 360,000 tested, 2% active; AID 1159606; in the data active = inhibition above about 50%
NOD2 RIPK2 PPI: inhibitors of human NOD2-RIPK2 interaction | CHO BLA complementation NOD2-RIPK2, CCF4 ratio | inhibition, % at 4.98 µM | AID 624267 | O43353 | 360,000 tested, 0.38% active; in the data active = inhibition above about 21%;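 note: 0% = vehicle only and 100% = reference blocker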
Target sequence (O43353 whole entry, looked up): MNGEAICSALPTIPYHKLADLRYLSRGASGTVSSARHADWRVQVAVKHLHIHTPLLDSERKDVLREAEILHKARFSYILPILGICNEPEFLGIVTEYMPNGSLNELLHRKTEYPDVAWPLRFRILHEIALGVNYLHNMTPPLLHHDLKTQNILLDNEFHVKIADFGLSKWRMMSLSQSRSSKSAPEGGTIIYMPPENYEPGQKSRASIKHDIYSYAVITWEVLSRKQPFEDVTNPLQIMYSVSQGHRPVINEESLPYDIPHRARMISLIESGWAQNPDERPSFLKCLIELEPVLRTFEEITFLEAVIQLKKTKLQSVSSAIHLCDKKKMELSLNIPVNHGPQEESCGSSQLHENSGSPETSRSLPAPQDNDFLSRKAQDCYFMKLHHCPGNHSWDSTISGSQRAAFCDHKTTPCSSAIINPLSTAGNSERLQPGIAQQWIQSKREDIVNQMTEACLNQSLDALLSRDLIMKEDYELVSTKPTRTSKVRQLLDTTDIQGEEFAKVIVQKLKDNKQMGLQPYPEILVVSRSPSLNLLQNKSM
Granule exo inh: lytic granule exocytosis inhibition; TALL-104 LAMP-1 surface exposure, flow cytometry; cells stimulated with thapsigargin and PMA; inhibition, % at 10 µM; 360,000 tested, 0.66% active; AID 651702;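 active = inhibition above about 55%, limit read from the data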
TLR9-MyD88 inh: TLR9-MyD88 interaction inhibition; CHO BLA complementation TLR9-MyD88, CCF4 FRET ratio; inhibition, % at 4.98 µM; Q9NR96+Q99836; 340,000 tested, 0.21% active;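 active = inhibition above the mean over all tested compounds plus 3 SD, cut at about 21% in these data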;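 note: 0% = DMSO only wells and 100% = clavulanate BLA inhibitor control wells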
SRC2 inh: inhibits human steroid receptor coactivator 2. Q15596. HEK293 GAL4-SRC2 luciferase reporter, luminescence. 370,000 tested, 0.17% active. inhibition, % at 9 µM;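 active = inhibition above the mean inhibition of all tested compounds plus 3 SD, set per campaign, cut at about 52% in these data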;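 note: 0% = DMSO treated cells and 100% = cells given Gossypol at 36 µM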
SRC3 inh: human NCOA3 inhibition | Q9Y6Q9 | HEK293 GAL4-SRC3 luciferase reporter, luminescence | inhibition, % at 3.6 µM | 360,000 tested, 0.17% active;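 active = inhibition above a per-campaign cutoff, the mean of all compounds plus 3 SD, cut at about 60% in these data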;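 note: 0% = DMSO-treated cells and 100% = gossypol-treated cells at 36 µM; higher means less SRC3-driven luciferase light from the GAL4 reporter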
LRH-1 inv ag: NR5A2 inverse agonism in reporter assay; 360,000 tested, 0.13% active; HEK293T StAR-luciferase reporter, LRH-1 transfected, 24 h; O00482; AID 602396; inhibition, % at 3.6 µM;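 active = inhibition above the mean inhibition of all tested compounds plus 3 SD, cut at about 73% in these data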;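 note: 0% = DMSO wells and 100% = reporter-only cells lacking LRH-1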
Target sequence (O00482 whole entry, looked up): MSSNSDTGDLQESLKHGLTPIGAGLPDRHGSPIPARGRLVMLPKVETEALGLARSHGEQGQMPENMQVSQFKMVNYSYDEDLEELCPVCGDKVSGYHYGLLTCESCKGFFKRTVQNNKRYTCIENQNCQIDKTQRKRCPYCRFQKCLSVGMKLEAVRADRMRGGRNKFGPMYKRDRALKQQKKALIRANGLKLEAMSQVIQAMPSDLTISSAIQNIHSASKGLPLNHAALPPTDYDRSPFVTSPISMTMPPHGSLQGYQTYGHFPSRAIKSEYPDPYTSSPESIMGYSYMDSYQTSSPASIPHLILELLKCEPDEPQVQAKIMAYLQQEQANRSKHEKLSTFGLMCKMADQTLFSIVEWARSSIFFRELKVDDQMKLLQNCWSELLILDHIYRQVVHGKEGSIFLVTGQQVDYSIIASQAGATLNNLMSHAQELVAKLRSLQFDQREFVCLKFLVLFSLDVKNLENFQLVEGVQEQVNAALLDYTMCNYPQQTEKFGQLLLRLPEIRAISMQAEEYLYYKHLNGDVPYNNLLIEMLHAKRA
NR2F2 inh: inhibitors of human COUP-TFII (NR2F2) | P24468 | AID 686940 | HEK293T NGFI-A luciferase reporter, luminescence | inhibition, % at 8.6 µM | 370,000 tested, 0.7% active;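 active = inhibition above a per-plate cutoff, mean inhibition of test wells between control levels plus 3 SD, cut at about 38% in these data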;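 note: cells cotransfected with COUP-TFII expression vector driving the NGFI-A reporter; 0% = median of COUP-TF2 test wells and 100% = reporter-only cells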
SRC1 inh: inhibits human SRC1 coactivator | Q15788 | HEK293 GAL4-SRC1 luciferase reporter, luminescence | 360,000 tested, 0.12% active | inhibition, % at 3.6 µM;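 active = inhibition above the campaign mean plus 3 SD, with each screening campaign given its own cutoff, cut at about 60% in these data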;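 note: 0% = DMSO treated cells and 100% = gossypol at 36 µM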
* marks the source's active call; other numbers are inactive results; nt = not tested or not shown. Not all compounds are listed; rates above refer to the full screens.

compound	SRC1 inh	TLR9-MyD88 inh	NOD2 RIPK2 PPI	ABHD5 PLIN5 PPI	SRC2 inh	SRC3 inh	NR2F2 inh	TROY NFkB inh	LRH-1 inv ag	Granule exo inh	TWEAK-Fn14 inh
C=C(C)Cn1c2ccc(NC(=O)CCOCC)cc2c(=O)n1C	-24	nt	-3	-3	-27	-12	12	-3	21	0	22
CCOC(=O)C1CCN(C(=O)c2cccc(Cl)c2)CC1	-16	8	-8	5	-7	9	-12	-1	13	-1	-1
OC(c1cc(Cl)cc(Cl)c1)c1ncc(-c2ccccc2C(F)(F)F)[nH]1 (stereo unspecified)	5	nt	5	-2	8	-1	2	30	15	-1	8
CCOc1cccc(OCCCOc2cccc3cccnc23)c1	-6	-6	-3	4	-4	-31	1	-1	-13	-1	-16
CSCCC(NS(=O)(=O)c1ccc2c(c1)oc(=O)n2C)C(=O)NCc1ccccc1 (stereo unspecified)	1	-4	-1	-2	-17	13	-22	9	1	-1	6
COc1cc(/C=N/NC(=O)Cn2cnc3c2c(=O)n(C)c(=O)n3C)cc(OC)c1OC	5	nt	-9	-35	-57	10	-3	8	16	-2	0
COC(=O)c1cc(OC)c(OC)cc1NC(=S)N1CCN(Cc2ccccc2)CC1	2	3	7	3	-18	2	-6	9	19	4	0
COc1ccc(CC(N)c2csc(NC(=O)NCCc3ccc(OC)c(OC)c3)n2)cc1 (stereo unspecified)	1	nt	3	4	18	-16	-3	4	-17	-7	3
CCCc1cc(=O)oc2cc(C)cc(OCC(=O)N3C[C@H]4C[C@@H](C3)c3cccc(=O)n3C4)c12	-13	nt	-9	-9	-4	8	-10	6	3	-2	7
O=C(Nc1cc(-c2nc3ncccc3o2)ccc1Cl)c1ccc2c(c1)OCO2	1	0	-3	-10	-14	-9	-5	-10	-7	-2	-19
CC(NC(=O)c1ccc(NC(=O)c2ccco2)cc1)c1ccccc1 (stereo unspecified)	-14	-4	-16	0	-28	0	-14	-12	-27	-6	-13
COc1cccc(C2CC(c3c(Cl)cccc3Cl)n3nc(N)nc3N2)c1 (stereo unspecified)	0	2	0	2	-26	3	-17	-7	-3	1	5
CCOC(=O)C1CCCN(CC(O)COc2ccc(OC)cc2C(C)(C)C)C1 (stereo unspecified)	-22	0	-2	2	3	9	0	-8	-6	-5	-2
CC1(C)CC(=O)C=C(c2ccc(F)cc2OCc2ccccc2)C1	-2	5	-5	1	-31	10	-5	8	0	3	-36
CCN(CC)CCCNC(=S)N1CCC(c2nc3ccccc3[nH]2)CC1	1	7	1	1	-31	9	-2	1	13	-3	1
CCCn1c(SCC(=O)N2N=C3/C(=C/c4ccc(OC)cc4)CCCC3C2c2ccc(OC)cc2)n[nH]c1=O (stereo unspecified)	-4	4	-10	7	-40	7	-15	32	5	-5	29
COc1ccc(CCC(=O)OCC(=O)N(CC(C)C)c2c(N)n(Cc3ccccc3)c(=O)[nH]c2=O)cc1	-3	0	-9	-3	-33	20	-12	4	9	-6	-9
C=CCC1(CC=C)CCCN1C(=O)CC1C(=O)NCCN1Cc1ccc(OC)c(OC)c1 (stereo unspecified)	2	-2	-2	-3	-14	0	10	11	-2	1	-6
CNS(=O)(=O)c1cc(NC(=O)c2cncn2-c2ccccc2)ccc1C	-10	-6	-5	0	1	-3	1	11	13	-2	79*
O=C(NCc1nc2ccccc2[nH]1)C1=C[C@@H](c2ccc(C(F)(F)F)cc2)C[C@@H](OCc2ccc(CO)cc2)O1	2	3	6	-7	8	-6	-3	9	-9	-3	26
COC(=O)C1N[C@@H]([C@@H](NC(=O)COc2ccccc2)C(=O)NCc2ccccc2)SC1(C)C (stereo partly specified)	-11	-2	0	-2	-2	-6	11	5	3	-4	15
Cn1nc(C(=O)Nc2ccc(S(=O)(=O)N3CCCCC3)cc2)c2ccccc2c1=O	1	4	5	1	-9	1	-36	11	0	-2	6
COc1ccc(CCNC(=O)c2ccccc2N(C)S(=O)(=O)c2ccccc2)cc1	9	-6	-5	0	-13	1	-1	0	16	-2	9
O=S1(=O)CC(N2CCN(CCO)CC2)CN1Cc1cn(Cc2cccc(C(F)(F)F)c2)nn1 (stereo unspecified)	nt	nt	6	-7	-20	nt	-10	-19	-29	-1	1
COc1ccc(OC)c(-c2csc(N(CC3CCCO3)C(=O)C3CCCCC3)n2)c1 (stereo unspecified)	1	-9	-9	-11	1	5	-7	8	7	-9	-9

Random excerpt: 4 entries already listed.
compound	SRC1 inh	TLR9-MyD88 inh	NOD2 RIPK2 PPI	ABHD5 PLIN5 PPI	SRC2 inh	SRC3 inh	NR2F2 inh	TROY NFkB inh	LRH-1 inv ag	Granule exo inh	TWEAK-Fn14 inh
CCCn1c(SCC(=O)N2N=C3/C(=C/c4ccc(OC)cc4)CCCC3C2c2ccc(OC)cc2)n[nH]c1=O (stereo unspecified)	-4	4	-10	7	-40	7	-15	32	5	-5	29
CCN(CC)CCCNC(=S)N1CCC(c2nc3ccccc3[nH]2)CC1	1	7	1	1	-31	9	-2	1	13	-3	1
COc1cccc(C2CC(c3c(Cl)cccc3Cl)n3nc(N)nc3N2)c1 (stereo unspecified)	0	2	0	2	-26	3	-17	-7	-3	1	5
COc1ccc(CC(N)c2csc(NC(=O)NCCc3ccc(OC)c(OC)c3)n2)cc1 (stereo unspecified)	1	nt	3	4	18	-16	-3	4	-17	-7	3

Shown with each value named: entries from further up
canonical_smiles: COc1ccc(CCNC(=O)c2ccccc2N(C)S(=O)(=O)c2ccccc2)cc1
  SRC1 inh = 9; TLR9-MyD88 inh = -6; NOD2 RIPK2 PPI = -5; ABHD5 PLIN5 PPI = 0; SRC2 inh = -13; SRC3 inh = 1; NR2F2 inh = -1; TROY NFkB inh = 0; LRH-1 inv ag = 16; Granule exo inh = -2; TWEAK-Fn14 inh = 9
canonical_smiles: CCCc1cc(=O)oc2cc(C)cc(OCC(=O)N3C[C@H]4C[C@@H](C3)c3cccc(=O)n3C4)c12
  SRC1 inh = -13; TLR9-MyD88 inh = nt; NOD2 RIPK2 PPI = -9; ABHD5 PLIN5 PPI = -9; SRC2 inh = -4; SRC3 inh = 8; NR2F2 inh = -10; TROY NFkB inh = 6; LRH-1 inv ag = 3; Granule exo inh = -2; TWEAK-Fn14 inh = 7

The listing continues:
compound	SRC1 inh	TLR9-MyD88 inh	NOD2 RIPK2 PPI	ABHD5 PLIN5 PPI	SRC2 inh	SRC3 inh	NR2F2 inh	TROY NFkB inh	LRH-1 inv ag	Granule exo inh	TWEAK-Fn14 inh
CCOC(=O)C(CC(=O)O)N1CCCCC1 (stereo unspecified)	2	9	-6	-3	5	3	3	-9	-15	-4	-8
Cc1ccccc1NC(=S)N(Cc1ccccc1)Cc1cccs1	5	1	-4	3	-4	10	5	-11	4	0	33
CCCCN(C=O)c1c(CC)nc2c(OCC(=O)N3CCOCC3)cccn12	6	nt	-10	6	2	-20	-2	3	-23	4	2
Cc1cccc(C)c1NC(=O)C1(C)CN(S(C)(=O)=O)CC(=O)N1CCCN1CCOCC1 (stereo unspecified)	nt	nt	-10	7	15	nt	-1	nt	9	-3	nt
Cc1ccc(NC(=O)c2cccnc2)cc1S(=O)(=O)N(C)C	-1	-6	-15	-2	-6	14	1	-18	-8	4	-5
O=C(NNC(=S)Nc1ccc(Br)cc1Cl)c1ccncc1	-26	2	-10	-8	4	8	-9	-16	-5	4	-10
CCOC(=O)CCNC(=O)N1CCCC(C(=O)c2ccc3c(c2)OCO3)C1 (stereo unspecified)	11	6	-4	2	-3	-1	11	-6	1	-10	-19
CCCCNC(=O)NNC(=O)COc1cccc(C)c1C	6	-5	-2	1	-12	0	9	12	-3	-4	-1
C/C(=C(\C#N)C(=O)NCc1ccccc1)N(C)C	-33	-13	-16	5	-14	-3	4	-1	18	-3	-4
CC(=O)C1(O)CCC2C3CCC4CC(O)CCC4(C)C3C(=O)CC21C (stereo unspecified)	5	1	-12	2	12	0	9	7	-9	4	-3
Cc1c(C(=O)NCc2ccccc2)oc2ccc(S(=O)(=O)N3CCC4(CC3)OCCO4)cc12	11	5	-2	0	-6	-3	-4	-10	10	0	20
CC(CCc1ccccc1)NC(=O)c1ccccc1F (stereo unspecified)	12	-6	8	1	-24	6	4	-1	-15	-4	-8
CC(C)CNC(=O)c1ccc(C2SCC(=O)N2Cc2ccccc2)cc1 (stereo unspecified)	10	-14	6	-1	-28	15	17	-13	-15	-1	-4
COc1ccc2c(c1[N+](=O)[O-])CCC/C2=N/OC(=O)c1ccccc1SC	-24	-9	-7	0	9	1	19	-50	11	0	-11
CC(C)c1ccc(C(=O)NNC(=O)C2CC=CCC2C(=O)O)cc1 (stereo unspecified)	-48	0	-3	0	-54	-32	-18	-59	-66	-6	-11
Cn1cc(S(=O)(=O)Nc2ccc(F)cc2F)c(=O)n(C)c1=O	3	3	3	8	1	6	-17	0	8	0	-7
Cc1ccccc1NC(=O)NNC(=O)c1ccc2ccccc2c1O	-7	-8	-14	1	12	4	-9	12	-17	0	20
COc1c(O)cccc1/C=N/NC(=O)Cn1ccnc1C	-40	0	-5	-1	9	-10	17	-35	1	-5	9
C[C@@H](NC(=O)c1nc[nH]c1C(=O)N1CCc2ccccc2C1)c1ccccc1	3	1	6	2	0	-8	12	-16	-15	3	-2
N/C(=N\OC(=O)c1ccc2c(c1)OCO2)c1cccc([N+](=O)[O-])c1	-35	-10	-5	-7	-14	-12	-4	-48	-37	-1	-5
COc1ccccc1C(=O)NC(=O)CSc1nncn1C(C)C	-13	-1	-2	7	-5	9	-2	10	16	-3	10
O=C(NCc1ccccn1)C1C2C=CC(C2)C1C(=O)Nc1ccc(F)cc1 (stereo unspecified)	-11	-13	-4	-1	-14	0	-2	-1	-16	-1	1
CC[C@]12c3[nH]c4cc(-c5ccco5)ccc4c3CCN1C(=O)[C@@H](CC(=O)NC(C)(C)C)C[C@@H]2C(=O)N1CCN(C(=O)c2ccco2)CC1	9	-9	-4	10	28	-8	1	-7	-4	-3	1
Cc1cc(C(=O)COC(=O)c2ccc3c(c2)OCO3)c(C)n1Cc1cccs1	-56	-7	-1	-5	6	-40	8	-6	-33	-1	21
O=C1CC(NS(=O)(=O)c2ccc(F)cc2)CN1c1ccc2c(c1)OCCO2 (stereo unspecified)	-37	-13	2	8	-7	-5	-9	24	6	-10	-3
Oc1cccc(Nc2nc(-c3ccccc3Cl)nc3ccccc23)c1	-45	2	5	-6	-1	1	25	35	53	7	38

Shown field by field: entries from further up
COc1ccc2c(c1[N+](=O)[O-])CCC/C2=N/OC(=O)c1ccccc1SC
  SRC1 inh = -24 | TLR9-MyD88 inh = -9 | NOD2 RIPK2 PPI = -7 | ABHD5 PLIN5 PPI = 0 | SRC2 inh = 9 | SRC3 inh = 1 | NR2F2 inh = 19 | TROY NFkB inh = -50 | LRH-1 inv ag = 11 | Granule exo inh = 0 | TWEAK-Fn14 inh = -11
CC(C)c1ccc(C(=O)NNC(=O)C2CC=CCC2C(=O)O)cc1 (stereo unspecified)
  SRC1 inh = -48 | TLR9-MyD88 inh = 0 | NOD2 RIPK2 PPI = -3 | ABHD5 PLIN5 PPI = 0 | SRC2 inh = -54 | SRC3 inh = -32 | NR2F2 inh = -18 | TROY NFkB inh = -59 | LRH-1 inv ag = -66 | Granule exo inh = -6 | TWEAK-Fn14 inh = -11
